Screens from PubChem BioAssay.
HTRA1 inhibitor: inhibitors of human serine peptidase HTRA1. inhibition, % at 5.96 µM. hit rate 0.5% among 340,000. Q92743. recombinant HTRA1, FP-rhodamine activity-based probe, fluorescence polarization; in the data active = inhibition above about 36%;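 note: 0% = enzyme with DMSO and 100% = wells lacking enzyme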
Target sequence (Q92743 whole entry, looked up): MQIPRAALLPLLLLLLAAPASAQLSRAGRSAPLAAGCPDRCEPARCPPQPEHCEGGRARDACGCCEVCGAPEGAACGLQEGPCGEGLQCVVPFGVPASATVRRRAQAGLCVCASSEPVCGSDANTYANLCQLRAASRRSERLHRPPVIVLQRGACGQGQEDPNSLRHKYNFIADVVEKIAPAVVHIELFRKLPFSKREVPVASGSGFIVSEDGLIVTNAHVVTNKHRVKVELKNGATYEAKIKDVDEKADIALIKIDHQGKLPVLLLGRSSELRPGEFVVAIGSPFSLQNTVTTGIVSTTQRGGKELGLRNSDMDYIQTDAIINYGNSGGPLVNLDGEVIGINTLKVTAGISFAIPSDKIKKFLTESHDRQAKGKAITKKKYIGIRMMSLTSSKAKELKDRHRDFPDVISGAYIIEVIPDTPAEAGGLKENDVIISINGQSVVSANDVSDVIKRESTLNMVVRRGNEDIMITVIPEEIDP
ABHD4 inh: inhibitors of mouse ABHD4. Q8VD66. purified mABHD4, FP-Rh probe fluorescence polarization. inhibition, % at 8.92 µM. hit rate 0.54% among 370,000;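 active = inhibition exceeding the mean over every tested compound plus 3 SD, cut at about 30% in these data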;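 note: 0% = plate median of compound wells and 100% = S159A mutant with DMSO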
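Doses – 8.92 µM, single dose · Material – wild-type mouse ABHD4 protein · Replication – single well per compound (singlicate) · Measure – percent inhibition of probe binding, normalized to plate controls · Schedule – 45 min compound pre-incubation plus 60 min probe step, 25 °C · Detection – fluorescence polarization with parallel and perpendicular emission, 525/598 nm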
rCAG RNA binder: molecules binding r(CAG) RNA repeats; hit rate 1.3% among 370,000; r(CAG) RNA repeat, TO-PRO-1 dye displacement fluorescence; inhibition, % at 3 µM; AID 651821;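 active = inhibition above the plate cutoff, the mean of all test compounds on that plate plus 3 SD, cut at about 35% in these data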;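 note: 0% = DMSO alone and 100% = 100 µM mitoxantrone as full dye displacement; higher means more dye released from RNA so lower well fluorescence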
SIAE inh: inhibitors of human sialic acid acetylesterase SIAE. Q9HAT2. hit rate 0.69% among 370,000. SIAE FP-Rh probe binding, fluorescence polarization. inhibition, % at 9.66 µM;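 active = inhibition above a cutoff: mean of compounds within the control limits plus 3 SD of those, cut at about 17% in these data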;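 note: 0% = plate median of compound wells and 100% = probe without SIAE protein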
PRMT1 inh: inhibitors of human PRMT1. inhibition, % at 2.79 µM. hit rate 1.3% among 370,000. recombinant PRMT1, activity-based probe fluorescence polarization;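 active = inhibition above about 21% made by adding two undisclosed values, limit read from the data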
Target sequence (Q99873 whole entry, looked up): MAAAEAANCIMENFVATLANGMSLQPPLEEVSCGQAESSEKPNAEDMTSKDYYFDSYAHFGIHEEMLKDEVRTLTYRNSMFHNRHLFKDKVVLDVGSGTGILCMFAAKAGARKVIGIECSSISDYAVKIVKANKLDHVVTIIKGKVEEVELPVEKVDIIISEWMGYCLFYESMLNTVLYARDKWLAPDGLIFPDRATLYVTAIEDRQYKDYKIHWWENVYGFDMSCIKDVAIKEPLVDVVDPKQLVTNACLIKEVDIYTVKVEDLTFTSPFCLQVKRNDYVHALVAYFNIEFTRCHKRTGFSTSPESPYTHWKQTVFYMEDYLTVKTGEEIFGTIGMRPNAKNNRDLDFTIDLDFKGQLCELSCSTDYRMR
GC-B act: GC-B (human) receptor activation. P20594. activation, % at 10 µM. HEK293-GC-B cells, CNP EC30, cGMP TR-FRET; 0% at EC30 CNP, 100% saturating CNP. hit rate 0.11% among 370,000;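 active = activation at 10 µM reaching about 35% in either raw or pattern-adjusted values, limit read from the data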
GC-A act: GC-A (human) enzyme activation. HEK293 GC-A cells, cGMP TR-FRET, EC30 ANP; 0% at EC30 ANP, 100% saturating ANP. activation, % at 10 µM. hit rate 0.14% among 370,000. AID 1671463; in the data active = activation above about 40%
MBD2 inh: blocks human MBD2 binding to methylated DNA. Q9UBB5. TR-FRET, MBD2 binding to methylated oligonucleotide. inhibition, % at 4.4 µM. hit rate 0.31% among 370,000. AID 686964; in the data active = inhibition above about 13%
TCR-CD3 inh: human TCR-CD3 binding inhibition; TAMRA-labeled TCR probe fluorescence, biochemical; inhibition, % at 9.4 µM; hit rate 0.37% among 360,000; AID 651800; in the data active = inhibition above about 19%;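 note: recombinant mutant TCR 2C K166C tagged with TAMRA read by polarization; 0% = receptor in buffer alone and 100% = receptor with positive control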
UHRF1 MBD2 ctr: blocks human UHRF1 binding to methylated DNA; UHRF1 binding to methylated oligo, TR-FRET; inhibition, % at 4.4 µM; hit rate 0.75% among 370,000; AID 687016; in the data active = inhibition above about 21%;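 note: UHRF1 SRA domain binding a hemimethylated CpG hairpin DNA probe; 0% = median of test compound wells and 100% = reference inhibitor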
The depositor's hits bear a star; . = not tested or not shown. These rows are one share of the data. The share of hits here may be higher or lower than overall.

Fields – HTRA1 inhibitor	ABHD4 inh	rCAG RNA binder	SIAE inh	PRMT1 inh	GC-B act	GC-A act	MBD2 inh	TCR-CD3 inh	UHRF1 MBD2 ctr
- COc1ccccc1N1CCN(C2CCCN(C(=O)c3ccoc3C)C2)CC1 (stereo not given)
    4	5	-2	10	3	1	1	1	0	4
- NC(=O)C1CCN(C(=O)c2ccc3nc(N4CCCCC4)sc3c2)CC1
    1	-5	-3	-6	-1	10	5	-1	-3	1
- CCOC(=O)c1c(N)c2cc([N+](=O)[O-])cnc2n1C
    .	4	-1	2	2	-2	4	-2	0	-2
- Nc1nc(NS(=O)(=O)c2ccc(Cl)cc2)nn1-c1ccccc1
    -2	-3	-1	1	0	0	4	-2	-5	-3
- O=C(Nc1ccon1)c1cccc(S(=O)(=O)N2CCCCCC2)c1
    -1	3	0	6	-1	-1	5	-6	1	-4
- O=C(c1ccc(OC2CCN(Cc3ccccn3)CC2)cc1)N1CCCCO1
    -2	-9	-6	-3	-3	0	0	0	-10	1
- O=C1c2ccccc2C(=O)N1CCSc1ncn[nH]1
    5	-1	-2	1	0	3	2	-4	-1	-1
- Nc1c(C(=O)N2CCCCC2)sc2nc3c(cc12)CCCC3
    2	5	0	7	-1	1	-1	0	4	-1
- Cc1cc(C2(c3cc(C)c(NC(=O)CN4CCOCC4)c(C)c3)CCCCC2)cc(C)c1NC(=O)CN1CCOCC1
    .	2	0	5	-1	-1	-4	-3	3	-1
- CC(C)CC(=O)NC(Nc1ccc([N+](=O)[O-])cc1)C(Cl)(Cl)Cl (stereo not given)
    -11	-2	2	1	-2	0	-5	1	3	1
- Cc1ccc(S(=O)(=O)N2[C@@H](c3ccc(Cl)c(Cl)c3)C(C(=O)O)=C[C@H]2CC2CCCC2)cc1
    -102	-28	87*	-5	1	4	4	-1	1	-1
- CCN1CCCC1Cn1cnc2c([nH]c3ccc(OC)cc32)c1=O (stereo not given)
    2	0	23	-2	0	-2	3	-4	-6	1
- CN1CCN(S(=O)(=O)c2ccc(SCCOc3ccc(Cl)cc3)nc2)CC1
    -5	-4	-3	4	5	2	1	0	-6	4
- Cc1cccc(C(=O)N2CCN(S(=O)(=O)N3CCCCCC3)CC2)c1
    -2	-2	-2	-8	-4	6	-3	3	4	2
- CN(CCC#N)C(=O)c1cc2c(Cl)nc3ccccc3c2s1
    4	-3	-2	-4	-1	3	11	-6	8	-5
- COCCNc1ccc(-c2nn(C)c(=O)c3ccccc23)cc1[N+](=O)[O-]
    -1	1	-1	-11	2	2	3	-3	-2	0
- Cc1cccc(-n2ccnc2CN2CCN(C(C)C)C(CCO)C2)c1 (stereo not given)
    3	3	-6	4	-3	3	-1	2	2	-2
- COc1cc(C(=O)OCC(=O)NCc2ccc(F)cc2)ccc1OCC(C)C
    6	9	-7	-5	1	-7	-2	-1	-2	2
- Cc1cc(-c2ccccc2)cc(-c2ccccc2)[n+]1C
    -2	-6	-3	8	-7	-3	-1	-2	7	-1
- O=C(C1=C(O)C(=O)N(c2ncccn2)C1c1cccc(Cl)c1)c1ccco1 (stereo not given)
    4	20	12	8	7	4	3	0	-7	0
- COc1ccc(C(=O)COC(=O)c2c(-c3ccccc3)noc2C)c(OC)c1
    -4	4	-1	6	2	0	1	-3	-3	-3
- Cc1ccc(C)c2c1CCCC2=O
    7	3	1	0	1	2	2	-3	3	-1
- CSc1cccc(NC(=O)c2ccc(NC3=NC4CS(=O)(=O)CC4S3)cc2)c1 (stereo not given)
    -11	-6	9	3	0	3	-2	-9	6	-1
- Cc1cc(=O)[nH]c2cc(O)ccc12
    2	1	-4	1	-2	6	1	1	2	0
- Cc1ccc(C2=CCN(C)C(=O)N2c2ccc([N+](=O)[O-])cc2)cc1
    .	4	6	0	11	-6	-2	0	.	-1
- O=C(COC(=O)c1ccccc1Br)NCCC1=CCCCC1
    3	-5	-5	3	0	0	-2	1	4	1
- CC1CCN(c2ccc(C(=O)O)cc2NS(=O)(=O)c2ccc(Cl)s2)CC1
    .	38*	29	6	4	-6	2	3	.	7
- COc1ccc(-c2cc(=O)[nH][nH]2)cc1
    5	11	4	-1	8	-3	10	0	5	-6
- COc1ccc(NC(=O)N2CCCC2C(=O)NC2CCCC2)cc1 (stereo not given)
    -3	5	-1	1	0	-7	0	0	3	-2
- NC(=O)c1ccc(-n2nnnc2SCC(=O)c2ccc(O)c(O)c2)cc1
    29	23	8	5	9	3	-7	0	28*	-1

3 compounds picked at random from those above:
Fields – HTRA1 inhibitor	ABHD4 inh	rCAG RNA binder	SIAE inh	PRMT1 inh	GC-B act	GC-A act	MBD2 inh	TCR-CD3 inh	UHRF1 MBD2 ctr
- Cc1ccc(C)c2c1CCCC2=O
    7	3	1	0	1	2	2	-3	3	-1
- Cc1ccc(S(=O)(=O)N2[C@@H](c3ccc(Cl)c(Cl)c3)C(C(=O)O)=C[C@H]2CC2CCCC2)cc1
    -102	-28	87*	-5	1	4	4	-1	1	-1
- Cc1cc(=O)[nH]c2cc(O)ccc12
    2	1	-4	1	-2	6	1	1	2	0

(more compounds)
Fields – HTRA1 inhibitor	ABHD4 inh	rCAG RNA binder	SIAE inh	PRMT1 inh	GC-B act	GC-A act	MBD2 inh	TCR-CD3 inh	UHRF1 MBD2 ctr
- CCOC(=O)C1=C(N)OC2=C(C(=O)CCC2)C1c1cccs1 (stereo not given)
    -7	2	-1	8	0	8	4	-6	6	-4
- CCOC(=O)C[C@H]1c2cc(F)ccc2S(=O)(=O)N1C(C)C
    1	6	-1	5	0	4	2	3	5	-1
- CN(C)c1ccc(NC(=O)Nc2nc(C(N)C3CCCCC3)cs2)cc1 (stereo not given)
    .	16	33	15	-1	-4	-2	-10	-5	-1
- NS(=O)(=O)c1ccc(CCNC(=S)Nc2ccc(S(N)(=O)=O)cc2)cc1
    0	-11	7	-1	8	1	2	0	-3	-1
- Cc1cccc(C)c1OCc1cc(C(=O)NCC2CC2)no1
    -6	4	-4	-6	-4	-1	-2	-4	-3	-3
- CCOC(=O)c1ccc(NC(=O)c2cccc3c2C(=O)N(CC2CCCO2)C3)cc1 (stereo not given)
    -8	-41	10	-6	1	-16	4	3	18	0
- COc1ccc2c(CC(=O)OCC(=O)c3ccc(F)cc3)coc2c1
    1	3	6	-3	2	9	3	3	-4	1
- COc1ccc(Nc2oc(-c3ccccc3Cl)nc2C#N)cc1
    3	5	9	3	-1	5	0	-11	3	-3
- O=C(NCc1ccccn1)c1coc(=O)c(Br)c1
    3	-16	6	4	5	-12	4	11	-2	1
- Cc1cccc(N2CC(C(=O)Nc3ccc4c(c3)OCO4)CC2=O)c1C (stereo not given)
    11	-4	0	-2	-2	5	1	0	2	-2
- CN(C)S(=O)(=O)c1ccc(NC(=O)Cn2nc(-c3ccc4c(c3)OCCO4)ccc2=O)cc1
    1	7	6	7	-3	-3	-3	-9	6	-1
- Cc1c(C)c2c(OCC(=O)NCc3ccncc3)cc3c(c2oc1=O)CCC(C)(C)O3
    2	-4	-1	-6	3	-1	4	0	-2	0
- O=C(COC(=O)COc1ccc(Br)cc1)Nc1cccnc1Cl
    0	1	-4	2	1	-6	8	0	2	16
- COc1cc(C(=O)NC2CCCCCCC2)cc(OC)c1OC
    2	3	-4	-6	2	-3	3	0	-3	1
- CCCCCCCCc1nnc(N)s1
    .	-1	-5	0	1	1	1	-2	-6	-2
- N/C(=N\OC(=O)CCCOc1ccccc1)c1ccccn1
    2	-2	0	-1	-1	-3	0	2	4	-1
- Cn1ncc(C#N)c1NC(=O)C1CC(c2ccc(Cl)c(Cl)c2)=NO1 (stereo not given)
    1	3	3	3	0	0	-2	3	9	-3
- COc1cccc(C(=O)NCCS(=O)(=O)N(C)Cc2ccccc2)c1
    3	0	-2	-10	-1	-1	-1	0	-2	1
- O=C(NC1CCCCC1)c1csnn1
    4	0	1	2	1	-2	0	7	-10	-1
- O=C(CNc1ccc(F)cc1)N/N=C/c1c(O)ccc2ccccc12
    32	18	20	15	3	-4	-2	-2	8	-2
- CC(C)n1cc(C(N)=S)c(=O)n(Cc2ccccc2)c1=O
    1	-7	4	0	9	6	8	4	-6	0
- CCOc1ccc(Br)cc1S(=O)(=O)N1CCCN(C)CC1
    6	-1	-2	0	0	-1	-3	4	-1	2
- O=S(=O)(c1ccc(F)cc1)N1CCN(CCc2ccccc2)CC1
    6	-2	-1	-2	1	4	-2	-1	8	-1
- CCNCCNc1ccc(Cl)cc1[N+](=O)[O-]
    6	6	5	7	-1	1	0	-24	2	-26
- Cc1cc(=O)oc2c3c(cc(OCC(=O)NCc4ccncc4)c12)OC(C)(C)CC3
    -2	3	-6	0	-3	-12	-3	2	7	-1
- Cc1ccc(-c2nc3ncccc3o2)cc1NC(=O)c1sc2ccccc2c1Cl
    4	-2	0	-9	1	4	-1	3	-4	5
- CCc1nnc(N2C(=O)c3ccccc3C2(O)c2ccccc2)s1 (stereo not given)
    -6	-2	-6	2	-6	0	-3	-5	5	3
- CCCCc1ccc(NC(=O)OC)cc1
    1	-4	-1	-3	-1	-16	-6	2	0	0
- O=C(Nc1ccc(C(=O)O)cc1)/C(=C\c1ccc(F)cc1)NC(=O)c1ccco1
    -3	-8	6	3	-4	4	0	-1	-1	2
- CCN(CC)CCOC(=O)C12CC3CC(CC(C3)C1)C2
    -2	0	-1	1	0	0	4	6	-4	4
- Cc1cccc(OCCn2c(=O)n(C)c3ccccc32)c1
    -1	0	1	-3	-3	5	18	4	-5	0
- COC(=O)c1ccccc1NC(=O)CSc1nnc(-c2ccoc2C)n1C
    2	8	-3	-1	-5	-5	-2	-5	7	1
- CCc1cc(C(=O)N2CCCC(N3CCN(c4cccc(C(F)(F)F)c4)CC3)C2)n(C)n1 (stereo not given)
    4	-3	-10	6	2	0	2	1	3	2
- CS(=O)(=O)N(CC(=O)NCc1ccc2c(c1)OCO2)c1ccccc1
    9	2	-4	-6	-4	.	.	-2	1	0
- Cc1ccc(S(=O)(=O)n2nc(OC(=O)c3c(-c4ccccc4Cl)noc3C)cc2N)cc1
    27	-23	2	-8	3	-1	-5	-1	4	-3
- O=C(Cn1cc(C(F)(F)F)ccc1=O)OCC(=O)c1ccc[nH]1
    3	0	7	-1	-1	2	1	-2	4	-1
- CCN(C(=O)c1cccc(Br)c1)C1CCS(=O)(=O)C1 (stereo not given)
    -2	4	1	1	-4	2	1	2	-2	2
- CCN(C(=O)COC(=O)/C=C/c1ccc(O)c(OC)c1)C1CCS(=O)(=O)C1 (stereo not given)
    1	-2	2	1	-2	5	5	-7	6	-4
- O=C(NCCc1ccc(Cl)cc1)c1ccc2c(=O)[nH]c3c(C(=O)NCC4CCCO4)sc(=S)n3c2c1 (stereo not given)
    .	36*	44*	7	0	-4	2	-5	1	-3
- CN(C(=O)c1cccc(NC(=O)Cc2ccc(NC(=O)C3CCCN(S(=O)(=O)c4cccc([N+](=O)[O-])c4)C3)cc2)c1)C1CCC1 (stereo not given)
    -28	-21	18	-22	0	4	-2	1	-7	0
- O=C(CSc1nnnn1-c1ccccc1)NC(=O)Nc1ccc2c(c1)OCCO2
    -1	-4	1	-7	0	-5	-3	-1	2	0
- c1ccc(N2CCN(c3nc4ccccc4n4nnnc34)CC2)cc1
    2	8	-6	-2	9	-15	-2	1	8	-3
- COC(=O)CCc1sc(NC2CCCCC2)nc1-c1ccc(OC)cc1
    -4	6	0	6	4	4	1	0	-4	2
